High-throughput results (PubChem)
SENP7 inh: SENP7 protease inhibitors, primary screen, biochemical, luminescence, uHTS; AID 434973, 2010; inhibition, % at 5 µM; 330,000 compounds, 1.5% hits; recombinant SENP7, Z-RLRGG-aminoluciferin luminescence, 40 min; Sentrin-specific protease 7 (Homo sapiens), Q9BQF6;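 active = inhibition above about 50% at the single test dose, limit read from the data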;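 also: plate controls were DMSO with enzyme for no effect and no enzyme buffer wells for full effect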
SENP1 inh: human SENP1 catalytic domain inhibitors, primary screen, biochemical, FRET, uHTS; 360,000 compounds, 0.21% hits; Sentrin-specific protease 1 (Homo sapiens), Q9P0U3; recombinant SENP1 catalytic domain, CyPet-SUMO1-YPet FRET cleavage; AID 624204, 2012; inhibition, % at 10 µM;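 active = inhibition at least 30% at 10 µM, raw YFP signal under a set limit, fluorescence ratio 0.5 to 1.5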;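 also: 0% = enzyme with DMSO and 100% = no enzyme wells; some results filed as inactive read as strong as hits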
Target sequence (Q9P0U3 419-644 limits assumed): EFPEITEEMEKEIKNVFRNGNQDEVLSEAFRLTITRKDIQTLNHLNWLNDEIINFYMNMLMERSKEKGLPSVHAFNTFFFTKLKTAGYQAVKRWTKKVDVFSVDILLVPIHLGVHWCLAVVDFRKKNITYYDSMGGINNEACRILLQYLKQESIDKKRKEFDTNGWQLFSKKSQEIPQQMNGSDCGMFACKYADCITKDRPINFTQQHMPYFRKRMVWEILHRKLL
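Assay system – human recombinant His6-tagged SENP1 catalytic domain enzyme · Input – SENP1 enzyme, 20 pM final · Buffer or medium – Tris pH 8 buffer plus EDTA, NaCl, BME, BSA, NP40, catalase · Schedule – 50 min reaction at room temperature · Technique – FRET read of cyan and yellow fluorescence · Control set – no-enzyme wells low, DMSO-plus-enzyme wells high control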
HKDC1 inh: HKDC1 hexokinase inhibitors, primary screen, biochemical, fluorescence, uHTS | recombinant HKDC1, G6PDH/diaphorase resazurin coupled fluorescence | 340,000 compounds, 0.16% hits | Q2TB90 | inhibition, % at 20 µM | AID 493160, 2011;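 active = inhibition above about 35% when tested at 20 µM, limit read from the data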;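 also: plate controls were DMSO wells with enzyme for no effect and DMSO wells lacking enzyme for full effect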
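Incubation: 90 min at room temperature in dark / Material: recombinant HKDC1 (HK5) hexokinase enzyme, produced in-house / Quantity: enzyme 5 µg/mL final / Compound: one dose of 20 µM, 1% DMSO / Reagent: glucose and ATP substrates / Buffer or medium: Tris pH 8.0 buffer with MgCl2, Tween-20, BSA, BME / Technique: resorufin fluorescence at 613 nm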
SENP8 block-1: human SENP8 protease inhibitors, primary screen, biochemical, fluorescence, Nedd8 protein substrate, uHTS; AID 602440, 2012; recombinant SENP8; 360,000 compounds, 0.64% hits; inhibition, % at 20 µM; Sentrin-specific protease 8 (Homo sapiens), Q96LD8; in the data active = inhibition mostly above about 40%, no sharp cut-off; inactive = mostly below about 27%
Target sequence (Q96LD8 whole entry, looked up): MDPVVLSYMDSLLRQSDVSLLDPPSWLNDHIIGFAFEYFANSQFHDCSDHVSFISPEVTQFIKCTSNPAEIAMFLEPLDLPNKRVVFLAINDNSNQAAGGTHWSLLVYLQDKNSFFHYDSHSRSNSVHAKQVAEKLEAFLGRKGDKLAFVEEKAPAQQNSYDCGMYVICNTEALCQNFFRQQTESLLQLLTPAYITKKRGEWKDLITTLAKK
SENP8 block-2: SENP8 protease inhibitors, primary screen, biochemical, luminescence; Sentrin-specific protease 8 (Homo sapiens), Q96LD8; purified SENP8, Z-RLRGG-aminoluciferin cleavage; inhibition, % at 10 µM; 330,000 compounds, 1.2% hits; AID 2540, 2010; in the data active = inhibition above about 50%
NLRP3 yeast inh: NALP3 inflammasome inhibitors in reconstituted yeast, primary screen, luminescence, uHTS. Yeast reconstituted NLRP3/ASC/caspase-1, beta-gal luminescence, 24 h. 330,000 compounds, 0.39% hits. inhibition, % at 10 µM;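 active = inhibition of 50% or more; inactive = inhibition below 50%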;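 also: plate controls were induced DMSO wells for no effect and uninduced yeast grown without galactose for full effect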
PfG6PD inh: PfG6PD enzyme inhibitors, primary screen, biochemical, fluorescence intensity, uHTS | glucose-6-phosphate dehydrogenase-6-phosphogluconolactonase (Plasmodium falciparum 3D7) | PfGluPho enzyme, NADPH resazurin-diaphorase fluorescence | inhibition, % at 20 µM | 350,000 compounds, 0.78% hits;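 active = inhibition reaching at least a set limit at 20 µM in the primary screen, cut at about 59% in these data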;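 also: 0% = DMSO wells with substrate and 100% = DMSO wells lacking glucose-6-phosphate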
SENP6 inh: SENP6 protease inhibitors, primary screen, biochemical, luminescence, uHTS; Sentrin-specific protease 6 (Homo sapiens), Q9GZR1; Recombinant SENP6 catalytic domain, aminoluciferin luminescence; inhibition, % at 10 µM; 330,000 compounds, 1.8% hits;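 active = inhibition above about 50% at the single tested dose, limit read from the data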;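 also: plate controls were DMSO wells with enzyme for no effect and DMSO wells lacking enzyme for full effect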
Target sequence (Q9GZR1 628-1112 limits assumed): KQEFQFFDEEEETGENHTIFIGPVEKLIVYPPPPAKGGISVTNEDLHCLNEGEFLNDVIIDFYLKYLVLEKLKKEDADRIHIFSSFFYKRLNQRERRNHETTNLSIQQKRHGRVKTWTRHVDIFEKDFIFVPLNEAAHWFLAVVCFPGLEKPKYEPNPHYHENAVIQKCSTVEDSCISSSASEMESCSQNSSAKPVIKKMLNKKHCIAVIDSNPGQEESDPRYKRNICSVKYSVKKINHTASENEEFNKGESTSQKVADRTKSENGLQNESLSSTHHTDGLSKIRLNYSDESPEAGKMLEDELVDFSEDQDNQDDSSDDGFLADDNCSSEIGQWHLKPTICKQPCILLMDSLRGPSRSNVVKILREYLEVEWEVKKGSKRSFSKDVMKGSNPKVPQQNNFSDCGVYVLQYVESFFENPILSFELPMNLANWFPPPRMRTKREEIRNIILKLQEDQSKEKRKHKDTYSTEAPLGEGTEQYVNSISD
Apaf-1 inh: inhibitors of human Apaf-1 apoptosome, primary screen, biochemical, DEVD-Rh110 fluorescence, uHTS | reconstituted apoptosome caspase-3 activity | inhibition, % at 20 µM | AID 489030, 2010 | Apoptotic protease-activating factor 1 (Homo sapiens), O14727 | 330,000 compounds, 0.71% hits; active = inhibition of at least 40% at 20 µM;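 also: plate controls were DMSO wells for no effect and DEVD-CHO caspase inhibitor wells for full effect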
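System – cell-free apoptosome with Apaf-1, procaspase-3 and caspase-9 · Buffer or medium – pH 7.5 Hepes buffer with CHAPS, BSA, DTT · Also added – cytochrome c with DEVD-Rh110 · Times – 30 min compound preincubation, 50 min activation, room temperature · Technique – Rh110 fluorescence intensity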
* marks the source's active call; other numbers are inactive results; / = no result given.

1: COc1ccc2oc(C(=O)OCC(=O)N3CCN(S(=O)(=O)c4ccc(C)cc4)CC3)c(C)c2c1
2: Cc1ccc(C)c(NC(=O)c2cc(-c3ccccc3)nn2-c2ccccc2)c1
3: S=c1[nH]nc(COc2ccc(Cl)cc2)o1
4: O=C(Nc1cccc(-c2csc(Nc3ccc(Cl)cc3)n2)c1)c1cccc(C(F)(F)F)c1
5: O=c1oc2ccccc2c2oc3cc(O)c(O)cc3c12
6: CC(/C=C1\SC(=S)N(CCC(=O)Nc2ccccc2O)C1=O)=C\c1ccccc1
7: CCOc1cc(CNC2CCCC2)cc(Cl)c1OCc1ccc(F)cc1
8: CCN(C(=O)/C=C/c1ccc2c(c1)OCO2)c1ccccc1

Screen / compound no. | 1 | 2 | 3 | 4 | 5 | 6 | 7 | 8
SENP7 inh | -14 | -2 | -6 | 4 | -5 | 2 | 2 | -2
SENP1 inh | -7 | -1 | -2 | 0 | 30 | -2 | -3 | 0
HKDC1 inh | -2 | -1 | -7 | 1 | 9 | -2 | -5 | 10
SENP8 block-1 | -326 | -2 | 0 | 5 | -489 | -7 | -32 | -15
SENP8 block-2 | -10 | -7 | -13 | -3 | 21 | -3 | 3 | 2
NLRP3 yeast inh | 12 | -6 | 11 | 17 | 9 | -2 | 40 | 21
PfG6PD inh | 4 | 22 | 9 | 10 | -5 | -1 | 1 | -24
SENP6 inh | -2 | 1 | -5 | -11 | 5 | -2 | -41 | 7
Apaf-1 inh | 20 | 5 | -2 | 13 | -8 | 5 | 0 | 9

9: Cc1cc(S(=O)(=O)NC2CCCCC2)ccc1OCC(=O)NCC1CCCO1 (stereo not given)
10: CCC(c1nnnn1C(C)(C)CC)N(CCCN1CCOCC1)Cc1cc2cccc(C)c2[nH]c1=O (stereo not given)
11: Cc1cc(=O)[nH]c(N/N=C/c2ccc(OC(=O)c3ccco3)cc2)n1
12: Oc1cccc(/C=N/N=C/c2cccc(O)c2O)c1O
13: COc1ccc(S(=O)(=O)N2CCCCC2)cc1NC(=O)CSc1ncccn1
14: CCOC(=O)C1CCN(C(=O)CN(C)S(=O)(=O)c2ccc3c(c2)c(=O)n(C)c(=O)n3C)CC1
15: O=C1CN(C(=O)COC(=O)/C=C/c2ccc(OC(F)F)cc2)c2ccccc2N1
16: COc1cccc(CNC(=O)CCNS(=O)(=O)c2ccc3[nH]c(=O)oc3c2)c1

Screen / compound no. | 9 | 10 | 11 | 12 | 13 | 14 | 15 | 16
SENP7 inh | -1 | -1 | 3 | 94* | -5 | 4 | 10 | 0
SENP1 inh | 3 | -1 | 1 | 4 | -1 | 1 | 0 | 1
HKDC1 inh | -10 | 3 | 2 | 5 | 1 | -1 | -5 | 5
SENP8 block-1 | 8 | -7 | -22 | 20 | 2 | 9 | -8 | 14
SENP8 block-2 | -1 | 2 | -1 | 92* | 0 | 9 | -5 | 3
NLRP3 yeast inh | -8 | 0 | 21 | 15 | 8 | 0 | 15 | 4
PfG6PD inh | -6 | -3 | -3 | 32 | 0 | -13 | -7 | -14
SENP6 inh | 6 | 4 | -8 | 96* | -19 | 5 | -5 | -12
Apaf-1 inh | -6 | -10 | 0 | -7 | -7 | 13 | 8 | 3

17: Cc1ccc(NS(=O)(=O)c2c(C)[nH]c(C)c2C(=O)N2CCCCC2)cc1Cl
18: CCCn1c(SCC(=O)C(C)(C)C)nc2ccccc21
19: Cc1noc(C)c1CSCC(=O)Nc1cccc(C(F)(F)F)c1
20: CCN1CCN(C(=O)c2c(-c3c(Cl)cccc3Cl)noc2C)CC1
21: CCOC(=O)N1N=C(CC)CC1(O)C(F)(F)F (stereo not given)
22: CC(C)c1ccc(NC(=O)NCc2ccc(F)cc2)cc1
23: CCOc1ccc(S(=O)(=O)Nc2cccc(C(=O)NCC(c3ccccc3)N(C)C)c2)cc1 (stereo not given)
24: COC(=O)[C@]1(Cc2ccccc2)N[C@H](CN(C)C(=O)c2ccc(C(C)(C)C)cc2)[C@@H]2C(=O)N(Cc3ccccc3)C(=O)[C@@H]21

Screen / compound no. | 17 | 18 | 19 | 20 | 21 | 22 | 23 | 24
SENP7 inh | 10 | 10 | -4 | 4 | -1 | -4 | -4 | -6
SENP1 inh | 1 | 1 | 0 | 3 | 1 | 0 | -1 | 0
HKDC1 inh | 4 | -6 | 0 | 4 | -4 | 15 | 6 | -1
SENP8 block-1 | 7 | 11 | 9 | 4 | 21 | 6 | 12 | -3
SENP8 block-2 | -10 | -1 | 5 | -7 | -3 | 1 | -2 | -1
NLRP3 yeast inh | -21 | -21 | 19 | 0 | 5 | 9 | 21 | 5
PfG6PD inh | -3 | -1 | -11 | 9 | 7 | 6 | -26 | -5
SENP6 inh | -3 | -1 | 13 | 2 | -9 | 7 | -5 | -11
Apaf-1 inh | 10 | 5 | 7 | 4 | -4 | -2 | 22 | 13

25: Cc1cccc(C(=O)NC2CCN(CC(=O)Nc3ccccc3Cl)CC2)c1
26: O=C(OCC(=O)N(C1CCCCC1)C1CCCCC1)c1ccccc1O
27: CCN(CC)CCCn1c2c(c(SCC(=O)Nc3nccs3)nc1=O)CCC2
28: CC(C)Sc1nnc2n(CCc3ccccc3)c(=O)c3c4c(sc3n12)COC(C)(C)C4
29: C=CCNc1nc(Cl)nc(Nc2ccc(OC)cc2OC)n1
30: CCOc1ccc(NC(=S)NC(=O)c2cncc(Br)c2)cc1
31: Cc1ccc(OCC(=O)OC2CCS(=O)(=O)C2)cc1 (stereo not given)
32: COc1ccccc1CC1(C)NC(=O)N(CC(=O)N2CC(C)OC(C)C2)C1=O (stereo not given)

Screen / compound no. | 25 | 26 | 27 | 28 | 29 | 30 | 31 | 32
SENP7 inh | 0 | 7 | 4 | -9 | -9 | 5 | 3 | 4
SENP1 inh | 0 | 0 | 1 | / | 1 | -2 | 5 | 1
HKDC1 inh | -6 | 4 | -1 | -5 | -4 | 0 | -2 | 2
SENP8 block-1 | 9 | 16 | 6 | / | 1 | 30 | 13 | 24
SENP8 block-2 | 6 | -3 | -8 | -4 | -6 | -7 | -1 | -8
NLRP3 yeast inh | 18 | 18 | 15 | 8 | 17 | 25 | 5 | -2
PfG6PD inh | -1 | -2 | 1 | 7 | -4 | -4 | -2 | 7
SENP6 inh | 1 | -23 | 17 | -15 | -7 | -24 | -6 | -20
Apaf-1 inh | -14 | 17 | -1 | 28 | 4 | 11 | -1 | 3

33: CC(C)CC(=O)Nc1ccc(Oc2ccc(NC(=O)CC(C)C)cc2)cc1
34: C/C=C/c1ccc(OCCCNC2CCCC2)c(OC)c1
35: CC1CC(=O)Nc2ccccc2N1C(=O)Nc1ccc(F)cc1F (stereo not given)
36: C=CCOc1ccc(C2NC(=O)c3ccccc3O2)cc1 (stereo not given)
37: O=C(Nc1ccc(Cl)cc1)C(c1ccccc1)N1CCOCC1 (stereo not given)
38: O=C(O)c1cn(-c2ccccc2)nc1-c1cccnc1
39: O=C(CCS(=O)(=O)c1ccc(Cl)cc1)Nc1ccccc1Br
40: CN(CC(=O)Nc1ccc(F)cc1)C(=O)COc1ccccc1Cc1ccccc1

Screen / compound no. | 33 | 34 | 35 | 36 | 37 | 38 | 39 | 40
SENP7 inh | -4 | -9 | -1 | -7 | -5 | -1 | 0 | 5
SENP1 inh | 1 | 1 | -2 | 1 | 1 | 2 | 2 | 0
HKDC1 inh | -6 | 2 | -4 | 4 | -5 | -4 | 1 | -1
SENP8 block-1 | 11 | 18 | 12 | -26 | 10 | 11 | 7 | 8
SENP8 block-2 | -2 | -12 | 6 | -1 | -17 | 0 | -2 | 3
NLRP3 yeast inh | 18 | 13 | 2 | 29 | 11 | 3 | 4 | 9
PfG6PD inh | -7 | -13 | -5 | -4 | -7 | 4 | -2 | 0
SENP6 inh | -7 | -25 | 5 | -24 | -7 | -9 | 18 | 6
Apaf-1 inh | -16 | 10 | -12 | -9 | -11 | -6 | -2 | 18

Structural class: the entries above containing a tert-butyl group (two)
18: CCCn1c(SCC(=O)C(C)(C)C)nc2ccccc21
24: COC(=O)[C@]1(Cc2ccccc2)N[C@H](CN(C)C(=O)c2ccc(C(C)(C)C)cc2)[C@@H]2C(=O)N(Cc3ccccc3)C(=O)[C@@H]21

Screen / compound no. | 18 | 24
SENP7 inh | 10 | -6
SENP1 inh | 1 | 0
HKDC1 inh | -6 | -1
SENP8 block-1 | 11 | -3
SENP8 block-2 | -1 | -1
NLRP3 yeast inh | -21 | 5
PfG6PD inh | -1 | -5
SENP6 inh | -1 | -11
Apaf-1 inh | 5 | 13

(list continues)
41: Cc1n[nH]c(C)c1S(=O)(=O)N(CC(=O)Nc1ccc2c(c1)OCCO2)c1ccc(C(C)C)cc1
42: CC(C)(C)NC(=O)Cn1c(=O)oc2cc(S(=O)(=O)N3CCc4ccccc43)ccc21
43: CCOC(=O)c1cnc2c(OC)cccc2c1N1CCN(c2ccc(OC)cc2)CC1
44: O=C1CC(NNC(=O)c2ccccc2)C(=O)N1 (stereo not given)
45: O=[N+]([O-])c1ccc(COc2cccc(CN3CCCCC3)c2)cc1
46: Cc1nc2cc(OCc3cc(C(=O)NC(C)c4cn(C)nc4C)no3)ccc2s1 (stereo not given)

Screen / compound no. | 41 | 42 | 43 | 44 | 45 | 46
SENP7 inh | 0 | -3 | -10 | 0 | / | -6
SENP1 inh | 1 | -3 | 1 | 1 | 0 | 0
HKDC1 inh | -1 | -5 | -2 | -9 | -2 | -6
SENP8 block-1 | 6 | 9 | 16 | 19 | 15 | -7
SENP8 block-2 | -5 | -6 | -11 | 8 | / | 2
NLRP3 yeast inh | 1 | 2 | 16 | 8 | / | 4
PfG6PD inh | 17 | 15 | 6 | -12 | -1 | 8
SENP6 inh | -15 | -3 | -22 | -6 | / | -2
Apaf-1 inh | 16 | 12 | 18 | 2 | / | 2

Grouped by structure, the compounds so far with a CF3 group.
4: O=C(Nc1cccc(-c2csc(Nc3ccc(Cl)cc3)n2)c1)c1cccc(C(F)(F)F)c1
19: Cc1noc(C)c1CSCC(=O)Nc1cccc(C(F)(F)F)c1
21: CCOC(=O)N1N=C(CC)CC1(O)C(F)(F)F (stereo not given)

Screen / compound no. | 4 | 19 | 21
SENP7 inh | 4 | -4 | -1
SENP1 inh | 0 | 0 | 1
HKDC1 inh | 1 | 0 | -4
SENP8 block-1 | 5 | 9 | 21
SENP8 block-2 | -3 | 5 | -3
NLRP3 yeast inh | 17 | 19 | 5
PfG6PD inh | 10 | -11 | 7
SENP6 inh | -11 | 13 | -9
Apaf-1 inh | 13 | 7 | -4
